KCC2 mod – modulates chloride dependent transport by human KCC2. Q9H2X9. KCC2 cells, thallium flux FluoZin-2 fluorescence. B-score of Tl+ flux slope (higher = more flux/activation; lower = inhibition) at 10 µM. 190,000 tested, 2.2% active;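 active means thallium flux slope and its plate-corrected score both differing from the plate sample mean at a set confidence after two filtering rounds, in either direction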;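 further: slope of fluorescence scaled to starting intensity during 10 to 20 s after thallium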
PERK inhibitor – inhibitors of human PERK kinase | Q9NZJ5 | CHO PERK-DD fusion, SEAP luminescence translation reporter | inhibition, % at 5.6 µM | 220,000 tested, 0.17% active | AID 1416;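 active means inhibition above the mean inhibition of all tested compounds plus 3 SD, set separately per screening campaign, cut at about 2.9% in these data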;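 further: PERK kinase domain activated by AP20187 dimerizer at 100 nM; 0% = DMSO with dimerizer and 100% = rapamycin at 8.4 µM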
FXIa inh 1536 – blocks human coagulation factor XIa protease activity; purified FXIa, Boc-Glu-Ala-Arg-AMC fluorogenic substrate; inhibition, % at 5 µM; 220,000 tested, 0.14% active; AID 798;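 active means inhibition of at least 40%; inactive means inhibition below 40%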;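 further: fluorescence of freed AMC excited at 355 nm; 0% = enzyme without compound and 100% = no enzyme blank; many of its hits are not listed in these tables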
Furin inhibitor – inhibitors of human furin; 220,000 tested, 0.061% active; inhibition, % at 30 µM; purified furin, fluorogenic substrate cleavage; P09958; in the data active means inhibition above about 25%; further: inactives centre near -15
FXIIa inh – inhibitors of human coagulation factor XIIa | purified FXIIa, Boc-QGR-AMC fluorogenic substrate, 2 h | inhibition, % at 5 µM | 220,000 tested, 0.3% active | AID 800; in the data active means inhibition above about 40%;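 further: 0% = enzyme with no compound and 100% = blank without enzyme; many of its hits are not listed in these tables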
Target sequence (P00748 20-372 limits assumed): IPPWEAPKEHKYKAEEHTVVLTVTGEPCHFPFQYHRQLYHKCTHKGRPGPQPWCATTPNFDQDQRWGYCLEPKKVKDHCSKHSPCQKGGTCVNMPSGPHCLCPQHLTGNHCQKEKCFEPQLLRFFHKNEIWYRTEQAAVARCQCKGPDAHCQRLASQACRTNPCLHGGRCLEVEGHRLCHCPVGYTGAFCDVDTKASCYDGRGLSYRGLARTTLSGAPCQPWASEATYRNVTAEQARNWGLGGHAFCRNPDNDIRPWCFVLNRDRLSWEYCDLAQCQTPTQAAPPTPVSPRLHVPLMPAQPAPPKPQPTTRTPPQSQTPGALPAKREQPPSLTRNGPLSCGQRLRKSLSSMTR
Target sequence (P00748 373-615 limits assumed): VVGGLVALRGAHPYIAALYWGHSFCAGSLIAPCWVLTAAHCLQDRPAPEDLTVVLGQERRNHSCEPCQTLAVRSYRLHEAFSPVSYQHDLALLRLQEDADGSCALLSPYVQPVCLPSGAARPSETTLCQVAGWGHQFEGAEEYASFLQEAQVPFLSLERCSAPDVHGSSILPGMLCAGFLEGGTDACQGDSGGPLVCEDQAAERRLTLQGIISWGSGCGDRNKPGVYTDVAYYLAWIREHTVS
Rad51 HR inh – Rad51 (human) homologous recombination inhibition. hRad51 DNA strand exchange, fluorescence dequenching. inhibition, % at 10 µM. 200,000 tested, 0.085% active;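 active means inhibition above 40% at the single screening dose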;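 further: 0% = DMSO control wells and 100% = blanks with heterologous ssDNA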
Target sequence (Q06609 whole entry, looked up): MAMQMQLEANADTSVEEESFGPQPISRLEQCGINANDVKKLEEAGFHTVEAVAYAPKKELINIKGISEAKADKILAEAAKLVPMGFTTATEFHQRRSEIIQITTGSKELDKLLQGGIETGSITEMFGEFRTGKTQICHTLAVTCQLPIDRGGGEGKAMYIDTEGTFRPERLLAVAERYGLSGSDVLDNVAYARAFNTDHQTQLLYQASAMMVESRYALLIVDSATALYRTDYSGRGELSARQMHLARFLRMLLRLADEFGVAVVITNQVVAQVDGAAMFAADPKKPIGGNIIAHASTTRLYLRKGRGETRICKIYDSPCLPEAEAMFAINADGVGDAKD
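material = hRad51 filaments on single-stranded DNA | reagent = Donor/quencher-labelled 47-bp dsDNA substrate | compound = 10 µM final, single point | schedule = strand-exchange reaction 15 min at room temperature | measured by = fluorescein emission 520 nm, excitation 485 nm | read-out basis = % inhibition versus plate control and blank means | benchmarks = plate controls and plate blanks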
m-calpain inh – blocks pig calpain II enzyme activity. AID 1236. 220,000 tested, 0.37% active. inhibition, % at 16 µM. purified calpain II, fluorogenic peptide substrate, 30 min;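 active means inhibition above about 50%, limit read from the data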
Thrombin inh – thrombin (human) inhibition. P00734. alpha-thrombin, Boc-VPR-AMC fluorogenic substrate cleavage. inhibition, % at 5 µM. 220,000 tested, 0.26% active;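 active means inhibition at or above 40%; inactive means inhibition below 40%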;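 further: 0% = enzyme with no compound and 100% = wells without enzyme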
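Material: human alpha-thrombin enzyme / Medium: pH 7.5 Tris (50 mM) with NaCl 150 mM, Tween 20 0.05% / Compound: single-point dosing at 5 µM, 0.2% DMSO / Incubation: enzyme reaction carried out at room temperature / Detection: AMC fluorescence, 355/460 nm / Read-out basis: percent inhibition scaled between no-compound controls and no-enzyme blanks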
hK5 inh – inhibitors of human kallikrein 5; Q9Y337; 210,000 tested, 0.59% active; inhibition, % at 5 µM; recombinant hK5, fluorogenic AMC substrate cleavage; AID 873;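 active means inhibition of 40% or more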;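 further: 0% = enzyme controls without compound and 100% = no-enzyme blanks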
Starred values were filed as active, the others as inactive; i = inactive; nt = not tested or not shown; [ ] = another dose, or the depositor's remark. The list is partial; rates above refer to the full screens.

SMILES | KCC2 mod | PERK inhibitor | FXIa inh 1536 | Furin inhibitor | FXIIa inh | Rad51 HR inh | m-calpain inh | Thrombin inh | hK5 inh
CCCCc1nnc2c(N(C)S(=O)(=O)c3ccccc3)nc3ccccc3n12 | -0.073 | -1.0 | 0 | -7 | 7 | 6 | 25 | -1 | -1
COc1ccc(C(=O)N/N=C2\SCC(=O)N2Cc2ccc3c(c2)OCO3)c(OC)c1 | 0.88 | 1.1 | 9 | -16 | 10 | nt | -14 | 3 | -4
CC1CCCCN1C(=O)CSc1nc2cc3c(cc2c(=O)n1Cc1ccc2c(c1)OCO2)OCO3 (stereo not drawn) | -0.33 | -0.9 | 4 | -3 | -2 | 4 | -263 | 1 | -3
O=C(COC(=O)CCc1nc2ccccc2s1)Nc1ccc(S(=O)(=O)N2CCOCC2)cc1 | nt | nt | -3 | nt | 2 | 6 | 3 | -10 | -16
Cc1ccc2oc(=O)c3cnn(CC(=O)Nc4ccccc4N4CCN(C)CC4)c3c2c1 | 1.5 | -0.6 | -6 | -15 | 6 | -6 | -7 | -4 | -1
CCCCP(=O)(CCCC)CCP(=O)(c1ccccc1)c1ccccc1 | 0.38 | 0.2 | -4 | -10 | 3 | 2 | -13 | -10 | -7
CCOC(=O)C(C)Oc1ccc(NC(=O)C(Cl)(Cl)Cl)cc1 (stereo not drawn) | 0.43 | 1.4 | 2 | -23 | 9 | nt | -9 | -4 | 2
CCCC(c1nnnn1Cc1cccs1)N1CCN(c2nc3ccccc3s2)CC1 (stereo not drawn) | -1.6 | -0.8 | 0 | -24 | 8 | 5 | 8 | -6 | 5
COc1cc(O)c(C(CCN2CCOCC2)c2cc(OC)c(OC)c(OC)c2)c(OC)c1 (stereo not drawn) | -0.02 | nt | 1 | -16 | 8 | 3 | -4 | 5 | -4
Cc1noc(C)c1S(=O)(=O)Nc1ccc(C(=O)NC2CCCCC2)cc1 | nt | -0.9 | -11 | -14 | 13 | 0 | 2 | 2 | 8
C=CCOc1ccc(CNn2cn[nH]c2=S)cc1 | 0.58 | 1.1 | 21 | -3[20 µM] | 31 | nt | -2 | 4 | -16
CN(C)c1ccc(-c2nc3cnccn3c2Nc2ccc3c(c2)OCCO3)cc1 | -0.84 | -1.8 | -1 | -3 | 6 | -10 | -38 | -5 | 2
O=C(NC1CCC(O)CC1)c1cc(-c2ccco2)nc2ccccc12 (stereo not drawn) | 0.61 | 0.8 | -3 | -7 | 5 | 1 | i | -4 | -8
O=C(Cc1coc2ccc3ccccc3c12)N1CCc2ccccc21 | -0.2 | -0.2 | 9 | -30[20 µM] | 20 | -15 | -58 | 6 | -15
CCOC(=O)C1=C(C)NC(=O)NC1c1c(O)ccc2ccccc12 (stereo not drawn) | 0.43 | 0.9 | 5 | -29 | 10 | -2 | 2 | -4 | 0
CCN(CC)C(=O)CSc1ncnc2c(-c3ccc(OC)cc3)nsc12 | nt | 0.4 | -1 | -19 | 10 | -4 | -199 | -3 | 4
Cc1c(C(=O)N/N=C/c2ccc(Cl)cc2)[nH]c2ccc(Cl)cc12 | 2.5 | 0.5 | 3 | -17 | 10 | 12 | -91 | 2 | -7
CCCC1CCc2c(sc(NC(=O)OCC)c2C#N)C1 (stereo not drawn) | 0.21 | 0.3 | 12 | -20[20 µM] | 10 | -14 | 26 | -1 | -2
COc1cc(OC)cc(-n2nnnc2SCC(=O)N2CCCc3ccccc32)c1 | 0.54 | -0.5 | -5 | -24 | 4 | 1 | 4 | -7 | 16
CCC(NC(=O)CCl)c1ccc(C)cc1 (stereo not drawn) | 0.097 | -0.5 | -1 | -20 | 11 | -103 | 5 | -1 | -4
CC(=O)N1CCN2C(=O)C1CCCC(=O)c1cc(C(C)C)ccc12 (stereo not drawn) | 1.3 | 1.7 | 6 | 5[20 µM] | 14 | -2 | -25 | 3 | -3
Cc1ccccc1Nc1nc(N)nc(CSc2n[nH]c(N)n2)n1 | 0.45 | 2.1 | 10 | -27 | 4 | 3 | -6 | -1 | 3
C/C=C/c1ccc(OCCCNC)c(OC)c1 | 0.034 | -0.6 | 17 | -15[20 µM] | 27 | 1 | -6 | 6 | -6
Cc1ccc(Nc2nc(N)nc(CSC(=S)N3CCN(c4ccccc4)CC3)n2)cc1 | 1.4 | 1.3 | 2 | -19 | 9 | -5 | -16 | -4 | -2
COc1ccc(NC(=O)N(CCO)Cc2cc3c(C)cc(C)cc3[nH]c2=O)cc1 | -0.21 | -1.9 | 0 | -6 | 10 | 10 | -53 | -3 | -4

As a short view, part of the list above:
SMILES | KCC2 mod | PERK inhibitor | FXIa inh 1536 | Furin inhibitor | FXIIa inh | Rad51 HR inh | m-calpain inh | Thrombin inh | hK5 inh
COc1cc(O)c(C(CCN2CCOCC2)c2cc(OC)c(OC)c(OC)c2)c(OC)c1 (stereo not drawn) | -0.02 | nt | 1 | -16 | 8 | 3 | -4 | 5 | -4
Cc1noc(C)c1S(=O)(=O)Nc1ccc(C(=O)NC2CCCCC2)cc1 | nt | -0.9 | -11 | -14 | 13 | 0 | 2 | 2 | 8
C=CCOc1ccc(CNn2cn[nH]c2=S)cc1 | 0.58 | 1.1 | 21 | -3[20 µM] | 31 | nt | -2 | 4 | -16
CN(C)c1ccc(-c2nc3cnccn3c2Nc2ccc3c(c2)OCCO3)cc1 | -0.84 | -1.8 | -1 | -3 | 6 | -10 | -38 | -5 | 2
O=C(NC1CCC(O)CC1)c1cc(-c2ccco2)nc2ccccc12 (stereo not drawn) | 0.61 | 0.8 | -3 | -7 | 5 | 1 | i | -4 | -8
O=C(Cc1coc2ccc3ccccc3c12)N1CCc2ccccc21 | -0.2 | -0.2 | 9 | -30[20 µM] | 20 | -15 | -58 | 6 | -15
CCOC(=O)C1=C(C)NC(=O)NC1c1c(O)ccc2ccccc12 (stereo not drawn) | 0.43 | 0.9 | 5 | -29 | 10 | -2 | 2 | -4 | 0
CCN(CC)C(=O)CSc1ncnc2c(-c3ccc(OC)cc3)nsc12 | nt | 0.4 | -1 | -19 | 10 | -4 | -199 | -3 | 4
Cc1c(C(=O)N/N=C/c2ccc(Cl)cc2)[nH]c2ccc(Cl)cc12 | 2.5 | 0.5 | 3 | -17 | 10 | 12 | -91 | 2 | -7
CCCC1CCc2c(sc(NC(=O)OCC)c2C#N)C1 (stereo not drawn) | 0.21 | 0.3 | 12 | -20[20 µM] | 10 | -14 | 26 | -1 | -2

(list continues)
SMILES | KCC2 mod | PERK inhibitor | FXIa inh 1536 | Furin inhibitor | FXIIa inh | Rad51 HR inh | m-calpain inh | Thrombin inh | hK5 inh
O=C(/C=C/c1cccc([N+](=O)[O-])c1)Nc1cccc(NC(=O)c2cccs2)c1 | -4.6* | -1.2 | 7 | -16 | 5 | -6 | -40 | -2 | -3
Cc1cc(C)nc(SCNC(=O)c2ccc(Cl)cc2)n1 | 0.53 | 0.2 | 0 | -16[20 µM] | 17 | 6 | -2 | 1 | 4
CC(=O)Nc1ccc(NC2(C)C(=O)c3ccccc3C2=O)cc1 | nt | 1.4 | 0 | -20 | 16 | 10 | -7 | 2 | 5
c1ccc2oc(-c3csc(N4CCOCC4)n3)cc2c1 | 0.19 | -0.4 | -2 | -14 | -9 | -13 | 24 | -9 | -24
COC(=O)CNC(=O)CSc1nnc(-c2ccc(OC)cc2)n1CC(C)C | 0.98 | 0.3 | -1 | -21[20 µM] | 10 | -2 | -42 | -8 | -6
COc1cc(NC(=S)NCCCN2CCOCC2)cc(OC)c1OC | 0.61 | 0.2 | -8 | -19 | 0 | -4 | 24 | -4 | -19
C(/C=C/C=C/Nc1ccccc1)=Nc1ccccc1 | i | 0.3 | 5 | -12[20 µM] | 17 | -53 | -8 | -1 | 0
CS(=O)(=O)N(CC(=O)Nc1ccccc1C(=O)NCCc1ccccc1)c1ccc2c(c1)OCCO2 | 0.011 | -2.1 | 5 | 0[20 µM] | 15 | -7 | 18 | 5 | 4
O=C(NCn1cnccc1=O)c1ccccc1 | -0.37 | 1.1 | -4 | -15[20 µM] | 8 | -3 | -16 | -3 | 15
Cc1ccc(NCc2nnc(SCC(=O)O)n2Cc2ccccc2)cc1Cl | 0.27 | 0.3 | -2 | -16 | 1 | -18 | -33 | -5 | -5
COC(=O)C1=C(CSc2nccn2C)NC(=O)NC1c1cc(C)ccc1C (stereo not drawn) | nt | -2.0 | -16 | -17[20 µM] | 8 | 3 | -13 | -2 | -25
Cc1cc(NS(=O)(=O)c2ccc(NC(=O)/C=C/c3ccco3)cc2)nc(C)n1 | 0.016 | 0.3 | -4 | 11 | 2 | 10 | -19 | -5 | -2
CC1Cc2ccccc2N1C(=O)CSc1ccccc1 (stereo not drawn) | -2.4 | -0.2 | 2 | -10[20 µM] | 11 | 2 | -4 | 5 | -17
CC(=O)c1sc(NC(=O)c2cc(=O)c3ccccc3o2)nc1C | 0.39 | 2.2 | -3 | -13 | 4 | 7 | 21 | -8 | -3
CCn1c(CNC(=O)COc2ccc(C(C)C)cc2)nnc1SCC(=O)Nc1ccccc1F | -1.7 | -0.6 | -21 | 0[20 µM] | 8 | 3 | 17 | 2 | 7
O=C(NCc1ccccn1)c1cc(-n2cnnc2)ccc1Cl | 0.94 | 0.2 | 5 | -22[20 µM] | 3 | -2 | -2 | -3 | -2
N#Cc1nc(-c2ccco2)oc1NCCc1ccccc1 | -1.3 | -0.7 | 2 | -6[20 µM] | 13 | -4 | -123 | 1 | -10
Cc1ccc(C)n1-c1ccc(C(=O)NN)cc1 | -0.012 | 0.9 | -10 | -8 | 0 | 1 | -13 | 15 | -2
Fc1ccc(-c2nnc(CSc3nnc4ccccn34)o2)cc1 | -0.59 | -0.7 | 3 | -7 | 17 | 7 | 7 | 19 | 2
CSc1ccc(/C=C(/NC(=O)c2ccc(C)cc2)C(=O)Nc2cccc(F)c2)cc1 | 0.52 | 1.2 | 5 | -16 | 14 | -13 | -33 | -5 | -8
CCN1CCN(C(=O)CSc2cc(=O)n(CC)c3ccccc23)CC1 | -0.54 | -0.3 | -3 | -13[20 µM] | 6 | 3 | -23 | 1 | 5
CCOC(=O)N1CCN(C(=O)C(NC(=O)C2CCC(C)CC2)C(C)C)CC1 (stereo not drawn) | nt | -1.3 | 0 | -18 | 12 | -10 | -25 | -2 | 1
Cc1nn(Cc2ccccc2)c2c1C(c1ccncc1)C(C#N)=C(N)O2 (stereo not drawn) | nt | nt | 2 | nt | 5 | 1 | 9 | 0 | -8
CCOC(=O)c1cccc(NS(=O)(=O)Cc2ccccc2)c1 | -0.024 | 0.6 | -2 | -17 | 4 | 2 | -6 | nt | -4
CCOC(=O)C1CCN(C(=O)CN(Cc2ccccc2)S(C)(=O)=O)CC1 | -0.76 | -0.9 | 4 | -9[20 µM] | 16 | -2 | -19 | 4 | 0
COc1ccc(OC)c(NC(=O)c2ccc3nc(-c4ccccc4)c(-c4ccccc4)nc3c2)c1 | 1.4 | 1.0 | 5 | -10 | 1 | -10 | -97 | -5 | -5
CCCCC[C@H](O)/C=C/[C@@H]1[C@@H](C/C=C\CCCC(=O)O)[C@H]2CO[C@@H]1C2 | -2.9 | 0.1 | 4 | 24 | 6 | -4 | 30 | 3 | -4
Cc1ccnc(NC(=O)CCC(=O)N(CC(=O)NC(C)(C)C)C2CCCC2)c1 | -0.64 | 0.7 | 2 | 2[20 µM] | -3 | -11 | -3 | -6 | -3
